Screens deposited in PubChem by several laboratories.
M1 PAM: potentiates human M1 receptor response to acetylcholine; actives 0.088% (n = 360,000); P11229; AID 588819; activation, % at 3 µM; CHO-K1 hM1, Fluo-8 calcium fluorescence, ACh EC20; 0% = ACh EC20, 100% = maximal ACh; in the data active means activation above about 19%, passing the limit was not always enough
Target sequence (P11229 whole entry, looked up): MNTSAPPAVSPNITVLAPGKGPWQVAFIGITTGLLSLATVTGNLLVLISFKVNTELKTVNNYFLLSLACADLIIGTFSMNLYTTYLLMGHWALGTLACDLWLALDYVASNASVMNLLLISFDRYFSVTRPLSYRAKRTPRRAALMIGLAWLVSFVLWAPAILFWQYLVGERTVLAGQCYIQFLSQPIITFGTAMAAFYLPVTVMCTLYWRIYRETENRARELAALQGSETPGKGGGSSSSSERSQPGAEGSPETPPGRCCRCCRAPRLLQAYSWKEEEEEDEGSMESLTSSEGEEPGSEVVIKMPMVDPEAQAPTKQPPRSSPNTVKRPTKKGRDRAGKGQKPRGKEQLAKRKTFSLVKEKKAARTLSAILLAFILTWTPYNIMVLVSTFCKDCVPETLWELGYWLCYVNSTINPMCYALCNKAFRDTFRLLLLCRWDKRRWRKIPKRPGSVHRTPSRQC
CHRM4 agonist: CHRM4 agonism in calcium assay | activation, % at 3 µM | actives 0.14% (n = 360,000) | CHO-K1 hM4/Gqi5, Fluo-8 calcium fluorescence; vehicle 0%, full acetylcholine response 100%;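 active means activation above the run mean over all test wells plus 3 SD, cut at about 32% in these data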;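 further: peak over basal fluorescence ratio per well then scaled between controls; 0% = DMSO wells and 100% = acetylcholine at EC100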
M1 antag: blocks human M1 muscarinic receptor. AID 588852. actives 1.3% (n = 360,000). CHO-K1 hM1, Fluo-8 calcium fluorescence, ACh EC80 antagonist. inhibition, % at 3 µM;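 active means percent inhibition above its own plate's cutoff, namely the mean of that plate's compound wells plus 3 SD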;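 further: peak over basal fluorescence ratio during 140 s after agonist addition; 0% = ACh EC80 plus DMSO and 100% = DMSO alone without agonist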
CRFR2-BP ag: agonists of human CRF-binding protein/CRF-R2 receptor complex; HEK293 CRF-R2/CRF-BP, calcium dye fluorescence (FLIPR); percent of saturating CRF peptide response; actives 0.46% (n = 350,000); AID 588473; activation, % at 13.2 µM;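 active means activation of at least 50%, plus an integration ratio under a set limit after plate pattern correction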;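 further: plate controls were neutral control wells without compound for no effect and CRF at EC100 for full effect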
CHRM5 agonist: CHRM5 agonism in calcium assay; P08912; CHO-K1 hM5 cells, Fluo-8 calcium fluorescence; 0% DMSO wells, 100% maximal acetylcholine response; activation, % at 3 µM; actives 0.19% (n = 360,000); AID 624037;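 active means activation above the run's mean over test compounds plus 3 SD, cut at about 23% in these data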;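 further: signal is peak over basal fluorescence ratio across the kinetic read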
Target sequence (P08912 whole entry, looked up): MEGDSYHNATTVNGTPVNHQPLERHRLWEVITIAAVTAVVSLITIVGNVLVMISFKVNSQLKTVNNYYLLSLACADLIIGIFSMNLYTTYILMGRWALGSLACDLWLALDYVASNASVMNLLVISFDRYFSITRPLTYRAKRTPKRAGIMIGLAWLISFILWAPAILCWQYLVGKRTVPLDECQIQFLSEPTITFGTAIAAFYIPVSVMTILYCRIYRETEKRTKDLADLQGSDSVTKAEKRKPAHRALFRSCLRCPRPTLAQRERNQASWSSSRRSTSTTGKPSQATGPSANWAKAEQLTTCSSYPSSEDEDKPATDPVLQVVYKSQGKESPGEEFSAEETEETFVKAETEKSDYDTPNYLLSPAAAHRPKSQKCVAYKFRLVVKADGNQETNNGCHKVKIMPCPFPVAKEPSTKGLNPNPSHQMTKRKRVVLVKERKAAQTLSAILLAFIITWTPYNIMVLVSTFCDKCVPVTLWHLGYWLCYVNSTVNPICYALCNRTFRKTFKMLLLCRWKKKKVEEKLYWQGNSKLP
CHRM5 antagonist: antagonists of human muscarinic M5 receptor (CHRM5) | actives 0.59% (n = 360,000) | P08912 | CHO-hM5 cells, Fluo-8 calcium fluorescence, ACh EC80 | inhibition, % at 3 µM;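 active means inhibition above a per-plate cutoff, the mean of that plate's test compounds plus 3 SD, cut at about 27% in these data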;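 further: 0% = acetylcholine EC80 with DMSO and 100% = DMSO without agonist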
CHRM4 PAM: positive allosteric modulators of human muscarinic M4 receptor | CHO-K1 hM4/Gqi5, Fluo-8 calcium fluorescence, ACh EC20; 0% = ACh EC20, 100% = maximal ACh | activation, % at 3 µM | AID 624126 | actives 0.4% (n = 360,000);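 active means activation above its plate's cutoff, the mean activation of sample wells plus 3 SD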; further: some results filed as inactive read as strong as hits
M5 PAM: positive allosteric modulators of human muscarinic M5 receptor. P08912. CHO-K1 hM5, Fluo-8 calcium, ACh EC20 PAM; 0% = ACh EC20, 100% = ACh EC100. activation, % at 3 µM. actives 0.3% (n = 360,000). AID 624038;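 active means activation above the run cutoff, the mean activation of all test compounds plus 3 SD, cut at about 18% in these data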
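system = human M5 receptor in CHO-K1 cells | reagent = EC20 acetylcholine as agonist stimulus | compound dosing = single-point, 3 µM nominal | incubation = Fluo-8 loading 80 min at 37 °C plus 30 min room temperature | detection = Fluo-8 calcium dye fluorescence, kinetic read | benchmarks = low control EC20 acetylcholine (0%), high control EC100 acetylcholine (100%)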
M4 antag: blocks acetylcholine activation of human M4 receptor. P08173. actives 0.73% (n = 360,000). CHO-hM4 cells, ACh EC80, Fluo-8 calcium fluorescence. inhibition, % at 3 µM. AID 624125;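 active means inhibition above its plate's cutoff, the mean inhibition of sample wells plus 3 SD, cut at about 27% in these data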;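 further: 0% = acetylcholine EC80 with DMSO and 100% = DMSO without agonist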
An asterisk follows results filed as active; x = not tested or not shown.

cpd	M1 PAM	CHRM4 agonist	M1 antag	CRFR2-BP ag	CHRM5 agonist	CHRM5 antagonist	CHRM4 PAM	M5 PAM	M4 antag	mol
1	-7.0	-0.3	12.3	0.7	4.1	3.6	-1.7	1.9	0.3	O=C(c1cccs1)n1nc(-c2ccccc2)nc1NCc1ccc(F)cc1
2	-10.7	1.6	2.5	x	-2.6	5.2	-12.0	-7.8	1.0	CC1(C(=O)NCc2ccc(C(F)(F)F)cc2)CCN1Cc1ccccc1OC(F)F (stereo not drawn)
3	-9.2	1.2	4.0	-0.9	-3.5	-2.9	-7.6	-0.6	-5.6	CCOc1ccc(OCCNC2CCCC2)cc1
4	10.3	0.2	-12.6	0.6	2.5	-12.8	-1.3	1.4	-0.6	COc1ccccc1N1CCN(C(=O)COc2ccc(S(=O)(=O)NC(C)C)cc2)CC1
5	-1.0	-0.2	2.2	1.1	-0.2	7.5	-12.8	-2.5	11.2	COn1c(=O)c(=O)n(O)c2ccccc21
6	-2.6	0.8	-5.2	1.0	-1.9	9.3	-1.2	-8.7	-11.5	Cc1cc2ncn(S(=O)(=O)c3ccc(S(N)(=O)=O)cc3)c2cc1C
7	8.4	1.2	-2.1	1.0	1.6	-7.2	7.6	10.2	-4.2	COc1ccc(NC(=O)Nc2nnc(CC(=O)NCc3ccccc3)s2)cc1
8	-4.4	6.8	11.9	-0.7	1.1	6.2	-0.1	-7.5	-1.2	COc1cccc(C2=NOC(C(=O)Nc3ccc4c(c3)OCO4)C2)c1OC (stereo not drawn)
9	-7.8	0.2	10.5	0.1	-0.8	5.0	-4.5	1.2	-7.3	Cn1c(=O)c2c(nc(SCc3ccc(F)cc3)n2C)n(C)c1=O
10	3.1	1.4	-7.9	-1.0	1.0	-3.1	-2.7	3.4	13.0	COCCSc1ccccc1C(=O)Nc1cc(C)on1
11	9.3	5.0	3.1	-0.6	1.9	-5.5	2.1	1.9	4.8	Cc1c(C(C)C)c(=O)n(-c2ccc(S(=O)(=O)NC(C)C)cc2)n1C
12	7.9	0.1	-7.7	-1.3	1.8	0.2	-0.4	4.9	8.4	CC(C)C(=O)Nc1ccc(C(=O)NNC(=O)c2cccs2)cc1
13	2.5	0.8	-8.0	-2.8	0.1	-8.8	26.0	5.8	3.1	COc1cc(C)c(S(=O)(=O)n2nnc3ccccc32)cc1C
14	-3.3	0.5	6.7	-2.7	-5.2	7.6	-1.5	-4.8	4.3	Cc1ccccc1NC(=S)NC1CC2CCC(C1)N2Cc1ccco1 (stereo not drawn)
15	4.3	0.9	-5.7	0.7	-4.3	17.9	-1.3	-7.4	-2.2	O=C(NCCn1cccn1)C1CCC(=O)N(CCc2ccccc2)C1 (stereo not drawn)
16	9.3	2.1	-9.0	2.4	-6.4	-2.8	7.1	-10.5	-4.9	Cc1ccc(N2C(=O)CC(NCC3CCCO3)C2=O)cc1 (stereo not drawn)
17	11.1	1.7	-9.2	0.1	-4.6	8.5	1.4	-5.9	0.1	CC(=O)n1cc(/C=N/NC(=O)c2ccc(Cl)cc2)c2ccccc21
18	3.8	3.3	-19.3	-1.6	0.2	-8.6	5.3	-3.0	3.5	COC(=O)c1cc(OC)c(OC)cc1NC(=O)CSc1nnnn1Cc1ccccc1
19	6.2	1.6	-5.7	-1.9	-0.8	-2.7	2.1	-3.2	-2.8	CC1CCCCC1NC(=O)CCS(=O)(=O)c1cccc2nonc12 (stereo not drawn)
20	6.5	1.2	-1.6	-2.0	0.7	8.6	-4.3	-2.7	3.4	O=C(CSc1nccc(-c2cccs2)n1)Nc1ccc(F)c(Cl)c1
21	-1.6	14.7	6.7	-0.1	3.0	7.7	-8.9	-10.0	-4.5	COc1cccc(OCCn2cc(/C=N/NC(=O)c3ccncc3)c3ccccc32)c1
22	-10.2	-0.1	19.8	-1.1	1.8	4.2	-3.0	-1.8	2.5	CCC(NC(=O)c1ccccc1NC(=O)C(C)(C)C)C(=O)N1CC(C)OC(C)C1 (stereo not drawn)
23	3.2	0.3	-2.9	-6.2	-9.8	-3.7	-3.5	5.0	-1.5	O=S(=O)(/C=C/c1ccccc1)N1CCc2ccccc2C1
24	8.7	2.7	-2.4	x	3.6	8.4	1.5	-10.5	-3.3	CC(=O)Nc1ccc(-c2ccnc3c2CC(C(=O)Nc2ccccc2)O3)cc1 (stereo not drawn)
25	-5.6	3.7	12.3	-0.7	3.1	8.0	1.8	-11.2	-1.6	O=C(CSc1nnnn1-c1ccc2c(c1)CCC2)Nc1ccc2c(c1)OCCO2
26	14.6	1.9	-15.8	-1.8	0.1	-4.4	5.1	3.1	-12.2	O=C(NCc1ccc2c(c1)OCO2)C1CC(=O)N(CCc2ccc(F)cc2)C1 (stereo not drawn)
27	-2.9	7.2	3.4	-0.6	2.9	7.6	1.7	1.3	-8.0	CN1C(C(=O)NCc2cccc(Br)c2)CC2Cn3c(nc4cc5ccccc5cc43)C21 (stereo not drawn)
28	1.2	0.5	-1.4	-0.2	1.3	1.6	3.6	7.5	-0.6	CC(CCc1ccccc1)NC(=O)CCNC(=O)c1ccccc1Cl (stereo not drawn)
29	3.1	2.1	-2.7	-2.3	-9.9	6.3	-4.6	-3.6	4.1	COCc1c(C(=O)OCc2nc(N)nc(Nc3ccccc3C)n2)oc2ccccc12
30	17.0	0.6	-25.1	7.2	-0.7	9.0	-1.4	6.3	-5.9	COc1ccc(OC)c(C2Nc3ccccc3NC3=C2C(=O)CC(C)(C)C3)c1 (stereo not drawn)

In another format: three of the compounds above.
| nr | structure | M1 PAM | CHRM4 agonist | M1 antag | CRFR2-BP ag | CHRM5 agonist | CHRM5 antagonist | CHRM4 PAM | M5 PAM | M4 antag |
| --- | --- | --- | --- | --- | --- | --- | --- | --- | --- | --- |
| 12 | CC(C)C(=O)Nc1ccc(C(=O)NNC(=O)c2cccs2)cc1 | 7.9 | 0.1 | -7.7 | -1.3 | 1.8 | 0.2 | -0.4 | 4.9 | 8.4 |
| 28 | CC(CCc1ccccc1)NC(=O)CCNC(=O)c1ccccc1Cl (stereo not drawn) | 1.2 | 0.5 | -1.4 | -0.2 | 1.3 | 1.6 | 3.6 | 7.5 | -0.6 |
| 3 | CCOc1ccc(OCCNC2CCCC2)cc1 | -9.2 | 1.2 | 4.0 | -0.9 | -3.5 | -2.9 | -7.6 | -0.6 | -5.6 |

Continued:
cpd	M1 PAM	CHRM4 agonist	M1 antag	CRFR2-BP ag	CHRM5 agonist	CHRM5 antagonist	CHRM4 PAM	M5 PAM	M4 antag	mol
31	3.9	0.8	-3.6	0.8	-0.8	-0.8	3.0	-1.2	0.8	CCS(=O)(=O)N1CCC(NC(=O)c2ccco2)CC1
32	2.3	-0.1	-6.0	2.2	4.1	1.9	-1.7	-2.7	-10.2	Cc1cc(C(C)(C)C)cc(C)c1COC(=O)c1cccnc1
33	12.2	3.1	-7.8	-1.9	5.1	1.6	-5.1	1.4	0.3	CC(=O)N1CCN(c2ccc(NC(=O)c3cccc(C)c3)cc2)CC1
34	11.5	1.0	-20.6	-1.5	-3.8	1.8	3.6	1.8	-4.1	Oc1ccc(/C=N/N=C/c2ccc(O)c(O)c2)cc1O
35	-3.4	6.8	13.7	-1.3	0.4	-5.0	-1.2	-2.3	-13.5	CCCc1[nH]nc2c1C1(CCN(C(=O)OCc3ccccc3)CC1)C(C#N)=C(N)O2
36	-0.6	2.4	-6.5	x	0.6	5.0	-4.2	-5.7	-5.0	COc1cccc(NC(=O)C2(C)CCN2C(=O)Cc2ccc(C(C)C)cc2)c1 (stereo not drawn)
37	11.5	0.6	-6.1	0.0	-0.1	3.5	6.5	-2.3	2.0	COC(=O)CSc1nnc(CNC(=O)c2ccc(S(=O)(=O)N3CCOCC3)cc2)n1C
38	10.3	0.5	-6.5	0.7	-0.1	18.2	-3.0	-11.6	1.1	c1ccc(-c2nnc(-c3ccccn3)c(-c3ccccn3)n2)nc1
39	11.0	0.8	-13.9	-1.6	-6.1	21.6	-0.3	-9.1	-6.6	CCOC(=O)Cc1csc(NC(=O)/C=C/c2ccccc2Cl)n1
40	-7.0	11.2	45.8*	9.2	19.2	35.6*	-8.7	-17.2	43.1*	CCN(CC)c1ccc(C(=C2C=CC(=[N+](CC)CC)C=C2)c2ccc(N(CC)CC)cc2)cc1
41	8.6	0.0	-8.1	0.8	-4.0	-6.8	2.5	5.0	0.8	O=S(=O)(NCC1CCCO1)c1cccc2nsnc12 (stereo not drawn)
42	-17.8	24.3	15.2	4.3	7.5	11.7	-7.6	-28.2	4.4	Cc1cc(NC(=O)c2ccc(N(C)S(=O)(=O)c3ccccc3)cc2)no1
43	1.9	1.2	-8.3	-1.5	-1.2	1.0	1.8	-5.6	-8.2	CCOC(=O)c1ccc(N2C(=O)CC(N3CCCC(C)C3)C2=O)cc1 (stereo not drawn)
44	19.1	3.3	-15.6	1.0	-5.0	0.1	7.5	9.5	12.7	O=Cc1[nH]c2ccccc2c1N(C(=O)CCl)c1ccccc1
45	-4.5	1.7	8.9	6.7	-9.4	0.7	0.5	-9.9	6.4	CCCCNC(=O)CC1N=C2c3ccccc3N=C(SCC(=O)Nc3ccccc3C)N2C1=O (stereo not drawn)
46	3.3	1.4	-4.6	-3.2	-4.4	7.1	-2.6	-3.5	-9.5	COCCCNC(=O)c1cccc(S(=O)(=O)N2CC3(C)CC2CC(C)(C)C3)c1 (stereo not drawn)
47	0.1	2.0	-4.4	1.5	-15.7	3.3	-2.0	2.3	1.9	CN1C2C=C3C(C#N)=C(N)C(C#N)(C#N)C(c4ccc(Br)cc4)C3C1CC2 (stereo not drawn)
48	13.2	4.7	-3.5	2.1	-5.9	0.8	2.4	3.9	-1.5	COc1ccc(OCCn2c(N)nc3ccccc32)cc1
49	10.5	0.5	-10.7	1.9	-0.5	6.7	0.8	4.4	-2.5	Clc1nc2c(-c3ccccc3)nnn2c2ccccc12
50	7.0	-1.3	-15.5	x	-2.1	7.1	1.4	-2.4	4.8	Cc1cccc(C2CC(c3ccccc3)=NN2c2ccc(S(N)(=O)=O)cc2)c1 (stereo not drawn)
51	5.8	2.4	-7.3	-3.0	-2.3	-10.5	-4.9	-2.2	3.9	Cc1c(NC(=O)CCSc2ccc(Cl)cc2)c(=O)n(-c2ccccc2)n1C
52	0.6	3.0	-2.5	0.0	-5.9	3.5	-1.6	1.6	-9.9	O=C(c1ccc2c3n(nc2c1)-c1ccc(Cl)cc1CO3)N1CCCCC1
53	1.6	1.7	-6.0	0.0	-0.2	12.9	-5.5	-2.9	5.3	COc1ccc(C(=O)Nc2cc(C)nn2-c2cccc(F)c2)cc1
54	4.3	4.5	-4.5	-0.4	2.8	1.8	-3.2	-2.3	5.7	N=c1n(Cc2ccccc2)c2ccccc2n1CC(O)c1ccco1 (stereo not drawn)
55	1.5	0.6	-5.0	1.6	1.5	-0.8	0.8	3.5	2.5	O=C(COC(=O)c1cncc(Br)c1)Nc1nc(-c2ccc(F)cc2)cs1
56	-10.1	-0.8	17.6	-2.9	1.3	11.3	3.5	-6.8	-14.5	CN(C)C(=O)CCc1ccc2c3c([nH]c2c1)[C@]1(C)[C@@H](C(=O)N2CCOCC2)C[C@H](CC(=O)NCCN2CCOCC2)C(=O)N1CC3
57	-2.6	2.4	0.7	0.3	-3.7	12.6	-2.6	-2.9	7.8	CCn1c(=O)c(C(=O)CN(C)CC(=O)Nc2cccc(F)c2)c(N)n(Cc2ccccc2)c1=O
58	-7.9	9.2	0.8	4.2	-0.4	10.5	-9.8	-15.8	-3.9	COc1ccc(C(=O)C2CCCN(Cc3cccn3-c3ccccn3)C2)c(OC)c1 (stereo not drawn)
